IL2 activator: IL-2 activation. IL-2 activation reporter assay, cell-based qHTS; stimulated with anti-CD3/CD4/CD28 beads; in transgenic mouse T cells. activation, % (series mostly up to about 46 µM). 360,000 tested, 0.065% active; in the data active means activation above about 50%; inconclusive means mostly about 30% to 49%; further: 0% is about no effect
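Readout: EGFP and DsRed signals by fluorescent plate cytometry. Unstimulated transgenic mouse T cells received compound 60 min before antibody-bead stimulation, then incubated 18 h at 37 degrees C.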
aSyn rescue: alpha-synuclein toxicity inhibition in yeast. Yeast expressing alpha-synuclein, growth rescue, BacTiter-Glo, 24 h. Potency, µM (doses to about 46.1 µM), without a hit: at the top dose growth rescue (activation), most hits filed as activators. 370,000 tested, 0.14% active. AID 652106; further: potency means the concentration at half of the fitted maximal effect; % of control where 0% means no effect; nearly all actives have a fitted effect of over 65% in size
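Readout is rescue of growth in alpha-synuclein-expressing yeast, so inhibitors of toxicity appear as activators. Growth after 24 hr at 30 deg C in galactose medium is quantified by luminescence.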
PLK1 PBD inh: inhibitors of human PLK1 polo-box domain binding; AID 720504; Plk1 PBD binding of FITC phosphopeptide, fluorescence polarization; 360,000 tested, 2.8% active; Potency, µM, inactives show max response, negative = inhibition, hits mostly inhibitors; P53350; further: potency means the concentration at half of the fitted maximal effect; series mostly up to about 57 µM; on the % scale 0 is the no-effect control and ±100 the full control effect; nearly all actives have a fitted effect of over 65% in size
PI5P4Ka inh: PI5P4K alpha (human) kinase inhibition. P48426. PI5P4Kalpha enzyme, ADP-Glo luminescence, 60 min; hits give low values. max response, %. 330,000 tested, 1.2% active. AID 652105; active means max response of -50% or lower; inconclusive means between -30% and -50%; inactive means -30% or higher; further: value at the top dose of about 77 µM; on the % scale 0 is the no-effect control and ±100 the full control effect
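Enzyme plus substrate dispensed, test compounds pinned in, then ATP (5 microM final) added. After 60 min at RT, ADP-Glo reagent 1 for 45 min and reagent 2 for 30 min preceded luminescence imaging.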
FUS yeast rescue: suppressors of FUS proteinopathy in yeast; S. cerevisiae FUS-expressing, growth rescue, OD600, 24 h; Potency, µM (highest dose often 76.6 µM), inactives show at the top dose growth rescue (activation), hits mostly activators; 390,000 tested, 0.24% active; AID 1347120;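 further: potency means the concentration at half of the fitted maximal effect; plate controls were DMSO vehicle for no effect and reference control for full effect; nearly all actives have a fitted effect of over 55% in size; some results filed as inactive show a strong effect at the top dose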
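Steps: raffinose overnight preculture; dilution to OD 0.005 in 2% galactose minimal medium; compound addition (concentration series); 24hr at 30C, 99% humidity; absorbance read at 600 nm.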
WRN helicase inh: inhibitors of human WRN helicase; Potency, µM (titrated, usually from 114 µM), for the others: top-dose activity change, negative = inhibition, most hits filed as inhibitors; 360,000 tested, 0.46% active; AID 651768; WRN helicase unwinding, fluorescent forked duplex, kinetic; further: potency means the concentration at half of the fitted maximal effect; on the % scale 0 is the no-effect control and ±100 the full control effect; nearly all actives have a fitted effect of over 55% in size
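Fluorescence dequenching readout, ex 525 nm/em 598 nm, kinetic mode: forked duplex DNA (100 nM final) with adjacent fluorophore and quencher unwound by WRN (20 nM final) with 2 mM ATP. Compound preincubation 15 min, room temperature.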
Abeta yeast res: restores growth of yeast expressing A-beta42 peptide; yeast expressing A-beta42, growth rescue, OD600, 48 h; response scale: 0% DMSO, 100% iron-clioquinol control; 410,000 tested, 0.063% active; Potency, µM (series often up to 46.1 µM), for the others: at the top dose growth rescue, actives largely listed as activators; further: potency means the concentration at half of the fitted maximal effect; nearly all actives have a fitted effect of over 55% in size
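Growth rescue measured by 600 nm absorbance after 48 h yeast culture at 30 C with compound. Values normalized between DMSO and an equimolar ferric chloride plus clioquinol control.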
EPAC1 agonist: agonists of human EPAC1 | O95398 | EPAC1 agonist qHTS, biochemical assay; response scale: 100% = response to 6.5 mM cAMP | Potency, µM (top dose mostly 154 µM), inactives show top-dose activation, hits mostly activators | 360,000 tested, 0.073% active; further: potency means the concentration at half of the fitted maximal effect; nearly all actives have a fitted effect of over 60% in size
Target sequence (O95398 whole entry, looked up): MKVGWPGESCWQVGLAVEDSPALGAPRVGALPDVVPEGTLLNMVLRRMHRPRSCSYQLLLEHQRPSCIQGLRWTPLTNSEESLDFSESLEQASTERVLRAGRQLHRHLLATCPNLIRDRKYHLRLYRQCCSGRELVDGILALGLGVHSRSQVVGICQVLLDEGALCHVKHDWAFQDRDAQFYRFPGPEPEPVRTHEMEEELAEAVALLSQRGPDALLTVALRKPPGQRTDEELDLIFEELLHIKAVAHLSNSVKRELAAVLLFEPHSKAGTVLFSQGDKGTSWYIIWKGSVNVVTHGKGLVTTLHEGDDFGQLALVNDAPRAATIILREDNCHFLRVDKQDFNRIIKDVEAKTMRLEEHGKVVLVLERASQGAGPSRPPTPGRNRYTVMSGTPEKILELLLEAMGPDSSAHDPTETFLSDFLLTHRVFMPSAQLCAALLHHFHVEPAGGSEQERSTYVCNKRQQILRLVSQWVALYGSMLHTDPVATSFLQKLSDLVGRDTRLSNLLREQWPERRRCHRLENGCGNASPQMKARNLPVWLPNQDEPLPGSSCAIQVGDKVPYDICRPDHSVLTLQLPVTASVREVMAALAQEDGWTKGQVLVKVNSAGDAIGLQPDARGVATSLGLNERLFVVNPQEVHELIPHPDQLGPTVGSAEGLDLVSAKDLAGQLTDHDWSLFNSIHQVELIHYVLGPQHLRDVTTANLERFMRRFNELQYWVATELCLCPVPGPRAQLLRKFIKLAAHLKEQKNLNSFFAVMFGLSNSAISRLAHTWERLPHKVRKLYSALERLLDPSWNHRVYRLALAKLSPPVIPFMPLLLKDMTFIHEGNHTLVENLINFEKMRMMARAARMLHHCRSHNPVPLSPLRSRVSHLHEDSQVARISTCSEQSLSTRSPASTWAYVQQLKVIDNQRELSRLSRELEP
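Read-out is the fluorescence drop as BODIPY-GDP leaves Rap1B (480 nm excitation, 540 nm emission), recorded every 5 minutes over 30 minutes. Reactions held 100 nM EPAC1, 250 nM Rap1B–BODIPY-GDP and 50 uM GDP, with 6.5 mM cAMP setting full activation.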
EPAC1 antag: blocks human EPAC1 exchange factor | Potency, µM (top dose mostly 115 µM), inactives show at the highest dose activity change, negative = inhibition, most hits filed as inhibitors | 360,000 tested, 0.14% active | EPAC1 GEF assay, Rap1b-BODIPY-GDP exchange fluorescence | O95398;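 further: potency means the concentration at half of the fitted maximal effect; plate controls were vehicle for no effect and positive control for full effect; nearly all actives have a fitted effect of over 50% in size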
An asterisk follows results filed as active; u = inconclusive; x = not tested or not shown; & = joins results of further samples; [ ] = another dose, or the depositor's remark. Unless noted, the call rests on the fitted dose curve; in most records, active means well fitted curve in the direction sought with a large enough effect; inconclusive means small, poorly fitted or top-dose-only effect, or another doubt; inactive means no such curve, though single readings can be large; an effect the other way counts as inactive or inconclusive. Not a hit list; overall some 4.1% were active at least once.

SMILES | IL2 activator | aSyn rescue | PLK1 PBD inh | PI5P4Ka inh | FUS yeast rescue | WRN helicase inh | Abeta yeast res | EPAC1 agonist | EPAC1 antag
CN1CC(c2ccc(Cl)c(Cl)c2)[C@@]2(COc3ccccc3C2=O)[C@@]12C(=O)Nc1ccccc12 (stereo partly drawn) | -1.4 | 0% | -7% | x | 23% | -6% | 14% | 11% | 20%
CCOC(=O)C1=C(COC(=O)[C@@H]2CCCN2S(=O)(=O)c2ccc(C)cc2)NC(=O)NC1C (stereo partly drawn) | -1.9 | -2% | 0% | -4 | x | u | -9% | 1% | -2%
CCN1CCN(Cc2ccc(NC(=O)c3cc(NC(=O)C4=NN(c5ccccc5)C(=O)C4)cc(OC)c3)cc2C(F)(F)F)CC1 | -0.4&-0.1 | -6%&-2% | -12%&-11% | -29&-27 | u | -1%&16% | -22%&-17% | -32%&-24%[inhibitor] | -9%&-4%
CC(C)CNC(=O)COC(=O)c1ccccc1SCC(=O)NCC(C)C | 1.2 | 3% | -9% | 9 | 14% | 0% | 0% | -11% | 3%
CCOC(=O)C1(CCOc2ccccc2)CCN(Cc2cc(OC)cc(OC)c2)CC1 | -3.8 | 7% | -2% | 23 | -6% | 4% | 6% | -3% | -9%
COc1cc(C(=O)NNC(=O)NC2CCCCC2)cc(OC)c1OC | -0.6 | 1% | -1% | 3 | -4% | -9% | -11% | 1% | -4%
COc1ccc(CN2CSC(=S)N(Cc3ccccc3)C2)cc1 | -0.4 | -26% | -4% | 4 | -3% | -14% | x | 15% | -12%
CCC(C)NC(=O)Cn1nc(Cc2ccncc2)c2ccccc2c1=O (stereo not drawn) | 0.0 | 1% | 1% | -2 | 14% | 2% | 3% | 3% | 14%
O=C1C=C(c2ccc(Oc3ccccc3)cc2)C[C@@H](c2ccc(Cl)cc2)C1 | 0.9 | 11% | 0% | 3 | -2% | -7% | 5% | 15% | -2%
COc1ccc(C)c2sc(NC(=O)c3cccc(N4C(=O)CCC4=O)c3)nc12 | -2.1 | -3% | -6% | 2 | -4% | -6% | 4% | -10% | -2%
COc1ccc(/C=C/C(=O)c2cc(Br)ccc(=O)c2O)cc1 | 0.4 | -55%[inhibitor] | u | u | 35% | u | -96%[inhibitor] | -4% | -8%
CCC(=O)N1CCC1(C)C(=O)NCc1ccc(SC)cc1 (stereo not drawn) | -0.4 | 5% | 2% | -7 | -34% | 7% | 1% | -15% | -13%
Cc1nn(C)c(C)c1S(=O)(=O)N1CCc2ccccc21 | -0.5 | 1% | -12% | 0 | 8% | 0% | 9% | 3% | -22%
O=C(/C=C/c1ccco1)Nc1ccc(C(=O)N2CCOCC2)cc1 | -2.2 | 1% | -15% | -17 | u | -34% | 9% | -1% | 0%
CCc1ccc(-c2cn(-c3nc(C)cc(C)n3)c(=N)o2)cc1 | -0.6 | 0% | 0% | -2 | 17% | 2% | -9% | 12% | 9%
CCOP(=O)(O)c1ccccc1OCCOCCOc1ccccc1P(=O)(O)OCC | -3.2 | -1% | -7% | x | 4% | -5%[57.1 µM] | -12% | 1% | 16%
COc1ccc(-c2noc(=O)n2Cc2ccccc2Cl)cc1 | 0.0 | 4% | 7% | -3 | 3% | 1% | -5% | 7% | -13%
CCCCn1c(N)c(N(CCOC)C(=O)C(C)Oc2ccc(Cl)cc2)c(=O)[nH]c1=O (stereo not drawn) | 1.4 | -3% | -7% | -4 | 12% | 5% | -11% | 3% | 7%
COc1ccccc1N1CCN(S(=O)(=O)CCNC(=O)C(C)Oc2ccccc2)CC1 (stereo not drawn) | -2.5 | -2% | -3% | 1 | 20% | 11% | 7% | -10% | -12%
CSc1ccc(S(=O)(=O)Nc2ccc(N3CCOCC3)c(Cl)c2)cc1 | -0.8 | -26% | -15% | x | 37% | -17% | -5% | u | -25%

9 compounds out of the list, ordered by formula weight, lowest first.
SMILES | IL2 activator | aSyn rescue | PLK1 PBD inh | PI5P4Ka inh | FUS yeast rescue | WRN helicase inh | Abeta yeast res | EPAC1 agonist | EPAC1 antag
Cc1nn(C)c(C)c1S(=O)(=O)N1CCc2ccccc21 | -0.5 | 1% | -12% | 0 | 8% | 0% | 9% | 3% | -22%
O=C(/C=C/c1ccco1)Nc1ccc(C(=O)N2CCOCC2)cc1 | -2.2 | 1% | -15% | -17 | u | -34% | 9% | -1% | 0%
CCC(C)NC(=O)Cn1nc(Cc2ccncc2)c2ccccc2c1=O (stereo not drawn) | 0.0 | 1% | 1% | -2 | 14% | 2% | 3% | 3% | 14%
COc1cc(C(=O)NNC(=O)NC2CCCCC2)cc(OC)c1OC | -0.6 | 1% | -1% | 3 | -4% | -9% | -11% | 1% | -4%
COc1ccc(/C=C/C(=O)c2cc(Br)ccc(=O)c2O)cc1 | 0.4 | -55%[inhibitor] | u | u | 35% | u | -96%[inhibitor] | -4% | -8%
CCCCn1c(N)c(N(CCOC)C(=O)C(C)Oc2ccc(Cl)cc2)c(=O)[nH]c1=O (stereo not drawn) | 1.4 | -3% | -7% | -4 | 12% | 5% | -11% | 3% | 7%
CCOC(=O)C1=C(COC(=O)[C@@H]2CCCN2S(=O)(=O)c2ccc(C)cc2)NC(=O)NC1C (stereo partly drawn) | -1.9 | -2% | 0% | -4 | x | u | -9% | 1% | -2%
CCOP(=O)(O)c1ccccc1OCCOCCOc1ccccc1P(=O)(O)OCC | -3.2 | -1% | -7% | x | 4% | -5%[57.1 µM] | -12% | 1% | 16%
CN1CC(c2ccc(Cl)c(Cl)c2)[C@@]2(COc3ccccc3C2=O)[C@@]12C(=O)Nc1ccccc12 (stereo partly drawn) | -1.4 | 0% | -7% | x | 23% | -6% | 14% | 11% | 20%

Continued:
SMILES | IL2 activator | aSyn rescue | PLK1 PBD inh | PI5P4Ka inh | FUS yeast rescue | WRN helicase inh | Abeta yeast res | EPAC1 agonist | EPAC1 antag
CCOC(=O)C(NC(=O)c1ccc(F)cc1)(Nc1sc2c(c1C(N)=O)CCC2)C(F)(F)F (stereo not drawn) | 1.0 | 0% | -25% | -3 | 28% | -2% | 4% | 1% | -14%
O=C(C1Cc2ccccc2CN1S(=O)(=O)c1cccs1)N1CCCCCC1 (stereo not drawn) | 0.5 | 1% | -4% | 2 | 23% | -2% | 13% | -9% | -24%
Nc1c(C(=O)O)sc2nc(-c3ccccc3)cc(-c3ccccc3)c12 | -0.4 | -7% | u | 3 | 3% | -2% | -2% | -1% | 10%
Cc1ccc(C(=O)Nc2ccc(NC(=O)c3ccccc3Cl)c(C)c2)cc1 | -2.6 | -2% | -2% | 4 | -15% | 3% | -7% | 1% | 5%
CCc1cc(=O)oc2c3c(cc(OCC(=O)NCc4ccncc4)c12)OC(C)(C)CC3 | 0.1 | -2% | 3% | 1 | -1% | 4% | -11% | -7% | -10%
Cc1c(C(=O)N2CCCCC2C)sc2nc3n(c(=O)c12)CCC3 (stereo not drawn) | -0.4 | 0% | -14% | -5 | 6% | 5% | -13% | 12% | 8%
CCc1ccc(NC(=O)NC2CCCCCCC2)cc1 | -1.9 | 1% | -3% | -1 | -19% | 3% | 6% | 20% | -17%
O=C(O/N=C(\c1ccccc1)c1ccccn1)c1ccc(Cl)c(Cl)c1 | -3.0 | -8% | -1% | 11 | -12% | -7% | u | 10% | 5%
CC(Oc1ccc(Br)cc1)C(=O)N1CCc2ccccc21 (stereo not drawn) | -0.5 | -3% | -20% | 2 | 13% | -7% | -2% | 8% | 6%
CN1C(=O)c2ccc(NC(=S)NC(=O)C(C)(C)C)cc2C1=O | 2.3 | 1% | -12% | -8 | -7% | -3% | -3% | -5% | -6%
O=C(c1cc(S(=O)(=O)N2CCCCC2)ccc1F)N1CCCCC1 | -2.4 | 19% | -5% | x | 9% | -1% | 5% | 8% | 11%
O=C(O)c1ccccc1S(=O)CCO (stereo not drawn) | -2.6 | -2% | 0% | -3 | 13% | -1% | -22% | -4% | 12%
CCc1ccc([C@@H]2CC=C(C(=O)O)CN2S(=O)(=O)c2ccc(C)cc2)cc1 | 1.1 | -5% | 2% | 2 | 16% | 6% | -4% | -10% | 4%
COc1ccc(NS(=O)(=O)c2ccc3c(c2)CCN3C(=O)CCC(=O)O)cc1OC | 0.4 | -1% | -2% | 0 | 1% | 4% | 20% | -1% | -5%
CCOC(=O)C(C)(C)NS(=O)(=O)c1ccc(Cl)c([N+](=O)[O-])c1 | -1.5 | 1% | -4% | 0 | -11% | -1%[57.1 µM] | 3% | -10% | -18%
CC1NC(=O)NC1CCCCC(=O)O (stereo not drawn) | 0.3 | 0% | 11µM* | -20 | -11% | 7% | -4% | -6% | -9%
Nc1nc2c(s1)CCc1c-2cnn1-c1ccccc1 | -2.1 | 11µM* | 2.7µM* | u | 3% | -25% | -30% | -8% | -10%
NCCCC[C@H]1CNC(=S)N1CCc1cccc(F)c1 | 1.4 | 6% | 1% | -4 | -11% | -4% | -5% | 3% | u
CC(=O)N1C[C@H]2CON(C)[C@H]2C[C@H]1c1cccc(-c2ccc(C#N)cc2)c1 | -2.3 | 3% | -7% | 0 | -8% | 1% | -19% | -2% | -20%
O=C(COC(=O)CNC(=O)c1ccc(Br)cc1)NCCC1=CCCCC1 | 0.6 | -8% | -11% | 5 | -25% | 5% | 13% | -2% | -1%
CCOC(=O)CN1C(=O)C(=O)c2cccc(C)c21 | -1.9 | 10% | -9% | -2 | -13% | 8% | 4% | -7% | -6%
O=C(CCN1C(=O)/C(=C/c2ccc(F)cc2)SC1=S)NCCc1ccc(O)cc1 | -2.6 | 1% | 1% | -1 | 11% | 0% | 8% | 4% | 22%
CN1CCN(c2ccc(CNS(=O)(=O)c3ccsc3)cc2)CC1 | 1.3 | -1% | 0% | -7 | 19% | 5% | -3% | -11% | 0%
S=C(NCCCN1CCOCC1)NCCCN1CCOCC1 | 0.4 | -8% | 5.3µM* | -17 | x | -22% | -1% | 4% | 0%
CCSc1nsc(NC(=O)Nc2ccc(F)cc2F)n1 | -1.0 | -4% | 4% | 2 | -21% | -2% | -19% | -6% | 14%

Source: PubChem
